Screening results (PubChem BioAssay)
PV pol inh: poliovirus RNA polymerase inhibition; P03300; poliovirus polymerase elongation, fluorescence polarization; hits give low values; % elongation, % (compound at 16.7 µg/mL); 150,000 compounds, 0.66% hits; in the data active = % elongation below about 90%; also: some results filed as inactive read as strong as hits
Target sequence (P03300 1749-2209 limits assumed): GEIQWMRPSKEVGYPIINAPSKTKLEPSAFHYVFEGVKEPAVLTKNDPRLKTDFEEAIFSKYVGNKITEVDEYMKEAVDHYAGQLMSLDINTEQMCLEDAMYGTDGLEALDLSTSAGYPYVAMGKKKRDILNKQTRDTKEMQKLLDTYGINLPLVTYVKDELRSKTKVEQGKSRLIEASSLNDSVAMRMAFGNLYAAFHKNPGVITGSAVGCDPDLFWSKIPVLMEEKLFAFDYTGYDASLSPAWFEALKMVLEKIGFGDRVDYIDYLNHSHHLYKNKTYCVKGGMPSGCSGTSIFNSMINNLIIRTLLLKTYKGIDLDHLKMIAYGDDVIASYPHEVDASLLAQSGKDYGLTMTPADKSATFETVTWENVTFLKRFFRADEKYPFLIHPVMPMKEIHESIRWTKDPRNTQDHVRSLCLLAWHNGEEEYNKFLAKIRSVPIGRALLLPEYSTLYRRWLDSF
PV pol inh FP z-score: second read-out of PV pol inh, no call of its own (marks repeat the call); z-score; measured here: FP z-score; hits read low
Numbers without * were called inactive. This is a subset, so the mix of outcomes need not match the whole.

SMILES	PV pol inh	PV pol inh FP z-score
CC(C)C(=O)N(Cc1cc2ccccc2[nH]c1=O)CC1CCCO1 (stereo unspecified)	100	-0.5
COc1ccc(-c2ccc(/C=N/NC(N)=O)o2)cc1	103	0.4
Cc1sc2c(c1C)-c1nc(SCC(=O)C(C)(C)C)ncc1S(=O)(=O)N2C	100	-0.7
Cc1ccc(/C=C2/C(=O)/C(=C/c3ccc(C)o3)C3CCC2N3C)o1	71	-5.8
COc1ccc(-n2ncc(C(=O)N3CCOCC3)c2C2CCN(C(=O)OC(C)(C)C)CC2)cc1	102	-0.8
CCC1CCc2nc3sc(C(=O)Nc4cc(Cl)ccc4OC)c(N)c3cc2C1 (stereo unspecified)	100	-0.3
CCc1nc2ccc(C(=O)NCCc3ccc(OC)c(OC)c3)cc2nc1CC	105	-0.2
Cc1[nH]c2ccccc2c(=O)c1Cc1c(C)[nH]c2ccccc2c1=O	102	0.7
COCC(C)n1c(C)cc(C(=O)COC(=O)c2ccc3ncsc3c2)c1C (stereo unspecified)	95	-0.3
CC1(C)CC(=O)C(/C=N/n2cnc3ccccc3c2=O)=C(O)C1	98	-0.9

Rewritten with bars between the fields: part of the list above.
structure | PV pol inh | PV pol inh FP z-score
Cc1sc2c(c1C)-c1nc(SCC(=O)C(C)(C)C)ncc1S(=O)(=O)N2C | 100 | -0.7
Cc1ccc(/C=C2/C(=O)/C(=C/c3ccc(C)o3)C3CCC2N3C)o1 | 71 | -5.8
COc1ccc(-n2ncc(C(=O)N3CCOCC3)c2C2CCN(C(=O)OC(C)(C)C)CC2)cc1 | 102 | -0.8
CCC1CCc2nc3sc(C(=O)Nc4cc(Cl)ccc4OC)c(N)c3cc2C1 (stereo unspecified) | 100 | -0.3
CCc1nc2ccc(C(=O)NCCc3ccc(OC)c(OC)c3)cc2nc1CC | 105 | -0.2
Cc1[nH]c2ccccc2c(=O)c1Cc1c(C)[nH]c2ccccc2c1=O | 102 | 0.7
COCC(C)n1c(C)cc(C(=O)COC(=O)c2ccc3ncsc3c2)c1C (stereo unspecified) | 95 | -0.3

(next part)
SMILES	PV pol inh	PV pol inh FP z-score
O=C1c2ccccc2N(S(=O)(=O)c2cccs2)C(=O)c2ccccc2N1S(=O)(=O)c1cccs1	102	0.2
COc1ccc(OCCCC(=O)Nc2ccc(S(=O)(=O)Nc3nccs3)cc2)cc1	100	-0.3
Nc1sc2c(c1C(=O)Nc1cccc(Cl)c1)CCCCC2	104	0.2
Cc1nc(C)c(C(=O)N/N=C/c2ccc(N(C)C)cc2)s1	97	-0.2
CCOC(=O)c1cc(NC(=O)c2ccc(C)cc2)c(=O)n2c1oc1ccc(Cl)cc12	108	0.5
Cc1cc(NC(=O)c2noc3c2CCc2ccccc2-3)n(-c2ccccc2)n1	102	0.1
CC1CC(C)(C)NC(=S)N1CCC(=O)NCCN1CCCc2ccccc21 (stereo unspecified)	101	0.1
Cc1cc2nc(CSCc3ccco3)cc(=O)n2o1	100	-0.2
O=C1c2ccccc2S(=O)(=O)c2cc(-c3nn[nH]n3)ccc21	101	-0.3
C#CC(CC)(CC)NC(=O)Nc1ccccc1	103	0.5
O=C1CC(Sc2nnc(-c3cccc(S(=O)(=O)N4CCOCC4)c3)o2)C(=O)N1c1ccc(F)cc1 (stereo unspecified)	105	0.3
COCC(=O)Nc1cccc(-c2ccc(S(C)(=O)=O)nn2)c1	99	-1.1
c1ccc(Oc2cccc(CSc3nc4ccccc4o3)c2)cc1	101	0
O=C(CCn1cccc1)N1CCc2ccccc21	103	0.3
O=C(O)CSc1ccccc1Cl	105	0.4
CCCN1Cc2cccc(C(=O)Nc3ccccc3F)c2C1=O	103	0
COc1ccccc1NC(=O)C1CCN(c2cnccn2)CC1	99	-1.9
C=CCn1c(SC(C)C#N)nc2cc(Cl)ccc2c1=O (stereo unspecified)	108	0.6
CC(=O)c1cc2ccccc2oc1=O	98	-0.2
CCOC(=O)N1CCN(C(=O)c2ccc3c(c2)N(Cc2cc(C)ccc2C)C(=O)c2ccccc2S3=O)CC1 (stereo unspecified)	104	-0.2
CC(=O)Nc1ccc(NC(=O)c2ccc(COc3ccc(Cl)cc3Cl)o2)cc1	105	0.1
Cc1cc(C)n2cc(CN3CCc4ccccc4C3)nc2n1	103	-0.1
O=C(O)c1cc(-c2cccs2)nn1-c1cccc(Cl)c1	98	-0.7
CC(C)COc1ccc(C(=O)N2CCCCC2CCN2CCOCC2)cc1 (stereo unspecified)	108	0.2
COc1cc(C)c2c(c1)CCC1C2CCC2(C)C(O)CCC12 (stereo unspecified)	105	0.1
Nc1ccc(C(=O)c2ccccc2C(=O)O)cc1Cl	101	0.5
O=C(CCSc1nc(-c2ccco2)cc(C(F)(F)F)n1)N1CCCc2ccccc21	104	0.6
COc1ccccc1C(=O)Nc1sccc1C(N)=O	100	-0.4
Cc1cc(C(=O)N/N=C/C(C)(C)C)nn1-c1ccc(C(C)C)cc1	104	0.7
CCn1ccc(C(=O)Nc2ccc(C)c(C)c2)n1	102	0.3
Cc1cc(NC(=O)CC(C)(C)CC(=O)O)n(C)n1	101	-0.2
O=C(Cc1ccc(Cl)cc1)OCC(=O)c1cc2ccccc2o1	100	-1
COc1ccc(-n2c(SCC(N)=O)nc3c(oc4ccccc43)c2=O)cc1	107	0.9
CCOCc1cc(CN2CCN(c3cccc(Cl)c3)CC2)c(O)c2ncccc12	120	2.4
Cc1nc(SCC(=O)Nc2nccs2)[nH]c(=O)c1C	104	0.2
Cc1ccc2cc(CN(Cc3cccs3)Cc3nnnn3C(C)(C)C)c3nnnn3c2c1	101	0
Cc1c(CC(=O)N2CCCC2)c(=O)oc2cc3occ(C(C)(C)C)c3cc12	102	0
COc1ccc(-c2cn3c(n2)sc2cc(C(=O)Nc4cccc(OC)c4)ccc23)cc1	107	0.1
Cc1cc(F)ccc1S(=O)(=O)N1CCCCC1CCNC(=O)NC1CCCCC1 (stereo unspecified)	102	0
Cc1ccc(N2CC(NC(=O)c3ccc(Br)o3)CC2=O)cc1C (stereo unspecified)	98	-1.9

Profiles as entered above:
`Cc1c(CC(=O)N2CCCC2)c(=O)oc2cc3occ(C(C)(C)C)c3cc12` is listed as PV pol inh: 102; PV pol inh FP z-score: 0
`COc1ccc(-n2c(SCC(N)=O)nc3c(oc4ccccc43)c2=O)cc1` is listed as PV pol inh: 107; PV pol inh FP z-score: 0.9

New compounds follow:
SMILES	PV pol inh	PV pol inh FP z-score
O=c1c2ccccc2nc2sc(Nc3c(F)cccc3F)nn12	101	-0.1
CC(C)(C)c1ccc(C(=O)NCC(=O)OCc2cc(=O)n3nc(C4CC4)sc3n2)cc1	106	0.1
O=S(=O)(Nc1ccccn1)c1ccc(Cl)cc1	101	0
Cc1ccc(S(=O)(=O)N2CC=C(C(=O)NC3CCCC3)CC2)cc1	105	1.3
Cc1nn(C)c(C)c1S(=O)(=O)N1CCN(c2ccccc2)CC1	102	0.1
Cn1c(=O)c2c(nc(CN3CCOCC3)n2CC(=O)C(C)(C)C)n(C)c1=O	102	1
CCc1ccccc1NC(=O)CN(C)S(=O)(=O)c1cccc2nsnc12	105	0.2
COc1ccc(-c2nc3cc(NC(=O)c4cc5ccccc5o4)ccc3o2)cc1	106	0.6
Nc1c(-c2nc(-c3ccccc3)no2)nnn1CC(=O)Nc1ccccc1	103	-0.7
O=C(Nc1ccc(F)cc1)C1CCCO1 (stereo unspecified)	104	-0.1
COc1ccc(NC(=O)Cn2cc(C(=O)c3ccccc3OC)c(=O)c3ccc(C)nc32)cc1OC	111	0.9
CC1(C)CC(=O)c2c(nc3cc(Cl)ccc3c2N)C1	99	-0.7
C=CC[N+]1(C)Cc2ccccc2C1	102	0.1
COc1cc(OC)cc(C(=O)Nc2ccc3nc(N4CCC(C)CC4)cc(C)c3c2)c1	100	-1.4
CNCc1ccccc1N1CCOCC1	98	-0.7
O=c1cc(-c2ccc(F)cc2)nc(SCc2nc(-c3ccc(Cl)cc3)no2)[nH]1	100	-1.7
COC(=O)c1c(OCC(=O)N(Cc2ccccc2)C(C)(C)C)cc(=O)n2c1CCCCC2	101	-0.4
N#CC1=C(N)Oc2c(oc(CO)cc2=O)C12C(=O)Nc1ccccc12 (stereo unspecified)	101	0
COc1cc(C2NN=C3C4CCN(CC4)C32)cc(OC)c1OC (stereo unspecified)	108	0.6
CCOc1cccc(C(=O)N(Cc2ccc(C(C)C)cc2)C2CCS(=O)(=O)C2)c1 (stereo unspecified)	100	-1.2
O=C1C2C(C(=O)N1Cc1ccc(F)cc1)C1C=CC2C12CC2 (stereo unspecified)	102	0
COc1cccc(C(=O)ON2C(=O)c3ccccc3C2=O)c1	100	-0.5
COc1cccc(C(=O)Nc2ccccc2C#N)c1OC	105	1.3
CC1CCCC(C)N1C(=O)COC(=O)c1c2c(nc3ccccc13)CCC2 (stereo unspecified)	102	0.3
COc1ccc(NC(=O)c2cc(=O)c3ccc(C)c(C)c3o2)cc1Cl	112	0.8
COc1ccc2c(c1)cc(CNc1ccc(OC)c(OC)c1)c(=O)n2CC(=O)Nc1ccc(F)cc1	107	0.2
Nc1nnnn1/N=C\c1ccc(O)cc1	98	-1.5
Cc1ccc2c(c1)sc(=NC(=O)C1=COCCO1)n2C	100	-0.3
O=C(CN1CCNCC1)Nc1ccc(Cl)cc1Cl	101	-0.4
COc1cc(OC)c(NC(=O)NC(C)c2c(-n3cccc3)sc(C)c2C)cc1Cl (stereo unspecified)	110	-0.2
COc1ccc(-c2cc(-c3ccccc3)c(C#N)c(SCC(O)CS(=O)(=O)Cc3ccccc3)n2)cc1 (stereo unspecified)	108	0.7
CC(C)C(=O)Nc1nn2c(-c3ccco3)nnc2s1	100	-0.7
Cc1cc(C)cc(NC(=O)N2CCC3(CC2)Oc2ccccc2C(=O)N3Cc2ccccc2F)c1	109	-0.4
Cc1cc(Br)ccc1N1C(=O)CC(=O)NC1=S	101	-0.1
Cc1noc(C)c1C(=O)N1CC(C(N)=O)Oc2ccccc21 (stereo unspecified)	108	0.6
COCCCNc1nc(Nc2ccc(OC)c(Cl)c2)c2cnn(C)c2n1	105	1.3
N#C/C(=C\c1cccn1-c1ccc(Cl)cc1)C(=O)O	100	-0.4
CCOc1ccc(-c2nc3c(C#N)c[nH]n3c2NC2CCCCC2)cc1	109	0.4
COC(=O)C(O)(c1cc(C)n(CC(C)C)c1C)C(F)(F)F (stereo unspecified)	111	1.2
CCN(CC)S(=O)(=O)c1ccc(=O)[nH]c1	100	-0.6

Next part, starting with the last 5 of the part before.
SMILES	PV pol inh	PV pol inh FP z-score
COCCCNc1nc(Nc2ccc(OC)c(Cl)c2)c2cnn(C)c2n1	105	1.3
N#C/C(=C\c1cccn1-c1ccc(Cl)cc1)C(=O)O	100	-0.4
CCOc1ccc(-c2nc3c(C#N)c[nH]n3c2NC2CCCCC2)cc1	109	0.4
COC(=O)C(O)(c1cc(C)n(CC(C)C)c1C)C(F)(F)F (stereo unspecified)	111	1.2
CCN(CC)S(=O)(=O)c1ccc(=O)[nH]c1	100	-0.6
CN1CCN(C(c2ccccc2)c2ccc(Cl)cc2)CC1 (stereo unspecified)	102	0.2
CC1=C(CCN2CCN(Cc3ccccc3)CC2)C(C)(C)CCC1	98	-1
CCC(=O)Nc1c(OC(=O)CC)ccc2c(C)cc(=O)oc12	101	0.1
C/C(=N\NC(=O)Cc1c(C)[nH][nH]c1=O)c1ccc2ccccc2c1	101	0
Cc1cccc(OCC(=O)Nc2cccc(C(=O)OCc3cc(=O)n4c(C)csc4n3)c2)c1	109	0.8
N#Cc1sc2nc3c(cc2c1N)CCC3	101	0.3
CCOC(=O)N1CCC(n2c(SCC(=O)N3CCC(C)CC3)nc3ccccc3c2=O)CC1	100	-0.2
COC(=O)c1ccc(C(NC(=O)c2cccnc2)NC(=O)c2cccnc2)cc1	104	0.2
O=c1cc(COc2ccc(Cl)cc2Cl)nc2scc(-c3ccccc3)n12	102	-1.2
CCCn1c(SCc2nc(N)nc(N)n2)nc2sc3c(c2c1=O)CCC3	104	0.2

As entered above:
Reading for N#Cc1sc2nc3c(cc2c1N)CCC3 under PV pol inh FP z-score: 0.3
Reading for CCCn1c(SCc2nc(N)nc(N)n2)nc2sc3c(c2c1=O)CCC3 under PV pol inh FP z-score: 0.2
Reading for CCc1nc2ccc(C(=O)NCCc3ccc(OC)c(OC)c3)cc2nc1CC under PV pol inh FP z-score: -0.2

Continuation:
SMILES	PV pol inh	PV pol inh FP z-score
CCCCn1c2c(c(=O)n(C)c1=O)C(c1ccc(OC)cc1)C(NC(=O)c1ccccc1)C(=O)N2 (stereo unspecified)	99	-0.4
COCC(C)n1c(C)cc(C(=O)COC(=O)c2cccn2C)c1C (stereo unspecified)	99	-0.3
Cc1ccc(-c2nc(=O)[nH]c3ccccc23)cc1	103	0.3
CCN1C(=O)CC(NC2CCN(c3ccc(C(F)(F)F)cn3)CC2)C1=O (stereo unspecified)	105	1.5
CC1(C)CC(=O)C(CC2=C(O)CC(C)(C)CC2=O)C(=O)C1	116	1.2
CCOc1ccc(-n2c(N)c(S(=O)(=O)c3ccccc3)c3nc(C#N)c(C#N)nc32)cc1	101	-0.2
O=C(NCCC1=CCCCC1)c1cc2c(s1)-c1ccccc1SC2	102	-0.3
Cc1csc2nc(O)c(C(=O)NCCN(C)C)c(=O)n12	98	-1.5
COc1cc(Br)c(/C=C(\C#N)c2nc3ccccc3[nH]2)cc1OC	101	-0.3
Cc1oc(-c2ccc(C(=O)NC(C)c3ccccc3)cc2)nc1CS(=O)(=O)c1ccccc1 (stereo unspecified)	110	0.5
Cc1ccc(C(=O)OCC(=O)NN2C(=O)NC3(CCC(C)CC3)C2=O)cc1 (stereo unspecified)	101	-0.3
CCOC(=O)c1[nH]c(C)c(CCC(=O)Nc2cccc(C(F)(F)F)c2)c1C	108	0.2
COCCNC(=O)c1cc(C(=O)c2cc(Cl)ccc2O)coc1=N	113	1.5
Cc1ccc(C)c(NC(=O)CSc2nc3ccccc3nc2N2CCOCC2)c1	105	0.2
COc1cccc(C(=O)N/C(=C\c2cccnc2)C(=O)N2CC3CC(C2)c2cccc(=O)n2C3)c1 (stereo unspecified)	102	0.4
O=C1C=CC(=O)N1c1ccc(F)c(Cl)c1	101	0
O=C(O)CCCN1C(=O)COc2ccc(Cl)cc21	103	0.4
Cc1cc(C(C)(C)C)cc(C)c1COC(=O)C1CCC(=O)N1 (stereo unspecified)	102	0.1
